Bioassay records from PubChem.
STEP block: STEP (human) phosphatase inhibition; P54829; recombinant STEP, OMFP fluorogenic substrate, fluorescence; inhibition, % at 20 µM; 360,000 tested, 0.25% active;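 active = inhibition at 20 µM, scaled per plate between control wells, above about 37%, limit read from the data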;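 note: 0% = DMSO with enzyme and substrate and 100% = substrate only without enzyme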
Target sequence (P54829 whole entry, looked up): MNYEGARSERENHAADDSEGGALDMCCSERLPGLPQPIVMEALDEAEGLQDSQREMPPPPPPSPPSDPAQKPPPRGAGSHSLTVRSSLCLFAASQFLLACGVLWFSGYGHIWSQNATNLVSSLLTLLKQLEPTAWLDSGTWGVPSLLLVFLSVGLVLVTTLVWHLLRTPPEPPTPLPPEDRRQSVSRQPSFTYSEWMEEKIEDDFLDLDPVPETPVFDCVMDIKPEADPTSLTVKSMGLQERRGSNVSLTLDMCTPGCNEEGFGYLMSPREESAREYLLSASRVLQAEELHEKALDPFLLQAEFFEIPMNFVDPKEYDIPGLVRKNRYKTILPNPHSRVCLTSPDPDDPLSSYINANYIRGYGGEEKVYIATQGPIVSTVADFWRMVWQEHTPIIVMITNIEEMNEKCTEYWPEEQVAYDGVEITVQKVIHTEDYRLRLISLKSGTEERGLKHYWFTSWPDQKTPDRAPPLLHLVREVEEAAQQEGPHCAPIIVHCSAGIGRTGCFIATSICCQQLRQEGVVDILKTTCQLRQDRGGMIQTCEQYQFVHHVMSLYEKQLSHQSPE
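medium = Bis-Tris buffer pH 6.0, 2.5 mM DTT, 0.005% Tween 20 | test system = STEP (striatal-enriched tyrosine phosphatase) enzyme, cell-free | measure = normalized % inhibition | compound dosing = 20 µM, 1% DMSO | also added = 25 µM OMFP | schedule = reaction 20 min, ambient temperature | measured by = fluorescence read at 480 nm ex / 540 nm em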
LMPTP block: LMPTP (human) inhibition | recombinant LMPTP-A, OMFP fluorogenic substrate, fluorescence intensity | inhibition, % at 20 µM | 360,000 tested, 0.22% active;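 active = compounds that cut the enzyme signal by at least half of the control window in the single-dose screen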;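 note: plate controls were DMSO wells with enzyme plus substrate for no effect and substrate without enzyme for full effect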
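Assay system: LMPTP-A enzyme. Input: 0.625 nM LMPTP-A final. Probe or stimulus: 400 µM OMFP. Compound dosing: single 20 µM dose. Schedule: 50 min dark incubation at room temperature. Detection: fluorescence intensity of OMFP turnover product. Read-out: percent inhibition versus substrate-only and uninhibited controls. Benchmarks: no-enzyme low control, uninhibited high control.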
SUMO1-SIM PPI: SUMO1-SIM interaction modulation; P63165; inhibition, % at 20 µM; AID 602429; SUMO1 binding to a labelled peptide, TR-FRET, 1 h; 360,000 tested, 0.33% active; in the data active = inhibition above about 37%
Target sequence (P63165 whole entry, looked up): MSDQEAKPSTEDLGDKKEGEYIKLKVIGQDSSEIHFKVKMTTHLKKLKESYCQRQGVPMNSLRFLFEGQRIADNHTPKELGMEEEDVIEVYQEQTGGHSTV
NRP1-CendR mod: NRP-1/CendR interaction modulation | FAM-RPARPAR peptide binding to NRP-1, fluorescence polarization | inhibition, % at 25 µM | 360,000 tested, 0.85% active | O14786;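 active = inhibition or corrected inhibition above about 18%, plus a signal ratio from 0.5 to 1.5, limit read from the data, passing the limit was not always enough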; note: strong numbers were not always called active
DNMT1 inh: inhibitors of human DNMT1 | P26358 | DNMT1 molecular beacon, Hinp1I cleavage, fluorescence | inhibition (reported as % activation of signal), % at 10 µM | 360,000 tested, 0.83% active | AID 588458; in the data active = inhibition above about 50%
NadD block: NadD (S. aureus) enzyme inhibition | 360,000 tested, 0.78% active | purified NadD enzyme, colorimetric absorbance read-out | inhibition, % at 20 µM; in the data active = inhibition above about 26%; note: some compounds past the cut are filed as inactive
Rpn11 inh: blocks the human proteasome subunit Rpn11; human 26S proteasome, Ub4-pepOG fluorescence polarization; 20S core pre-blocked with epoxomicin; calls only at 20 µM; 360,000 tested, 0.59% active;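 active = inhibition at 20 µM, scaled to each plate's controls, above about 33%, limit read from the data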
Target sequence (O00487 whole entry, looked up): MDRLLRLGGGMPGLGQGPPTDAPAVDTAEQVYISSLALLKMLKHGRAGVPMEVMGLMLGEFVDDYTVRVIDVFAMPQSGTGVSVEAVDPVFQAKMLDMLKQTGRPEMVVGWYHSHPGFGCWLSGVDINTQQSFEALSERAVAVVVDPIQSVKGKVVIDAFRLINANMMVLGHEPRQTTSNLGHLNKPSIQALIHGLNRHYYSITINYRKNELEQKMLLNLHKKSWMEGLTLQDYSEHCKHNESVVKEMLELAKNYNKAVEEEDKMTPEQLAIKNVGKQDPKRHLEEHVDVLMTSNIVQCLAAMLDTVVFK
MT1-MMP act inh: MT1-MMP (human) activation inhibition; 360,000 tested, 0.061% active; P50281; GFP/RFP ratio change, % at 20 µM; HT1080 RFP-PRO-GFP cells, GFP/RFP ratio fluorescence, overnight; percent of plate control window, DMSO zero;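 active = GFP/RFP ratio change of at least 30% with cell ATP level not reduced by more than half and red fluorescence within 50% of control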; note: strong numbers were not always called active
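Material: RFP-PRO-GFP reporter HT1080 cells. Dosing: single-point 20 µM compound, 1% DMSO. Controls: DMSO and RFP-L50D-GFP cell wells. Timing: cells overnight before dosing, compound overnight, 37 °C, 5% CO2. Measure: GFP/RFP fluorescence ratio.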
SKN-1 inh: inhibitors of C. elegans SKN-1; C. elegans VP596 Pgst-4::GFP/RFP ratio, acrylamide-induced, 24 h; inhibition, % at 21.8 µM; 360,000 tested, 0.49% active; AID 624304;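 active = interference check ratio from 0.5 to 1.5 plus GFP to RFP signal ratio inhibition reaching or exceeding a fixed threshold, cut at about 30% in these data, passing the limit was not always enough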; note: some compounds called inactive have numbers as strong as hits
Scp-1 inhibitor: blocks human Scp-1 phosphatase activity | 340,000 tested, 0.88% active | Recombinant Scp1, phosphopeptide, malachite green phosphate absorbance | AID 493091 | Q9GZU7 | inhibition, % at 20 µM;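 active = inhibition above about 50% at 20 µM, limit read from the data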;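 note: plate controls were DMSO wells with enzyme for no effect and wells lacking enzyme for full effect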
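Times: enzyme reaction 45 min at room temperature, colour 5 min, stabilisation 30 min. Material: SCP-1 catalytic fragment, aa 76-261. Medium: Acidic Tris acetate buffer with magnesium and detergent. Signal: colorimetric free-phosphate detection, absorbance 630 nm. Read-out basis: % inhibition of SCP-1 phosphate liberation. Reagent: Phosphorylated 17-residue peptide substrate.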
An asterisk follows results filed as active; i = inactive; . = not tested or not shown.

SMILES	STEP block	LMPTP block	SUMO1-SIM PPI	NRP1-CendR mod	DNMT1 inh	NadD block	Rpn11 inh	MT1-MMP act inh	SKN-1 inh	Scp-1 inhibitor
COc1cc2ccc(NC(C)=O)cc2cc1OC	1.4	-1.1	-3.4	2.8	-1.3	1.5	i	2.8	-3.8	.
CCN(CC)C(=O)CSc1ncnc2c1cnn2-c1ccccc1	-2.1	-0.2	-2.2	7.7	-2.3	-0.6	i	14.2	-17.6	5.2
Cc1cccc(/C=N/NC(=O)c2ccc(NC(=O)c3cccc(Cl)c3)cc2)n1	10.3	1.0	19.8	7.2	10.1	2.8	i	5.3	-11.9	-3.6
Cc1ccccc1NC(=O)c1nn(C)c(C(=O)Nc2ccccc2C)c1[N+](=O)[O-]	3.3	-2.2	-15.6	0.8	2.1	-5.6	i	-1.2	-24.3	-2.2
COc1cc2c(cc1OC)C(C)N(C(=O)[C@@H](NC(=O)c1ccccc1)C(C)C)CC2 (stereo partly drawn)	-1.2	-0.2	-0.6	3.7	0.5	-4.1	i	-3.6	-0.5	-9.0
N#C/C(=C\c1cccc([N+](=O)[O-])c1)C(=O)NCC1CCCO1 (stereo not drawn)	0.4	3.5	3.0	17.5	-3.4	5.1	i	1.9	1.6	2.0
OCCC1CN(CCCn2cccn2)CCN1C1CCCCC1 (stereo not drawn)	-0.2	-1.1	-1.2	-15.2	2.1	-8.6	i	5.3	1.2	-4.9
CCc1ccccc1NC(=O)COC(=O)c1cccs1	-1.4	0.5	2.1	0.7	-1.1	3.3	i	-0.2	4.6	-2.3
O=C(CC(Cc1ccccc1)C(=O)O)Nc1ccc(Cl)c(Cl)c1 (stereo not drawn)	-5.9	-2.1	9.2	4.1	6.8	-2.7	i	-5.6	0.5	-5.7
O=C(c1ccc2c(=O)n(Cc3ccco3)c(=S)[nH]c2c1)N1CCN(c2ccccc2)CC1	3.3	1.4	5.3	0.9	-2.2	28.0*	i	-1.8	3.9	-10.4
CCOc1ccccc1C(=O)Nc1cc(Cl)ccc1O	-8.8	4.3	9.3	-10.3	-15.2	-9.3	i	-1.1	9.9	-10.6
COCCNC(=O)/C(C#N)=C/c1cc(Br)c(O)c(OC)c1	0.0	-4.2	-14.1	-24.6	2.6	-6.3	i	-13.5	1.4	-5.2
Nc1nonc1-n1nnc(C(=O)N/N=C/c2ccco2)c1CSc1ccc(Cl)cc1	1.9	-1.2	6.1	-3.3	21.2	-0.8	i	-0.5	22.3	.
O=C1CC(N2CCN(c3ccccc3)CC2)C(=O)N1c1ccc(Cl)cc1 (stereo not drawn)	-0.5	-0.2	5.3	-6.7	-0.3	-4.2	i	2.2	5.5	-0.6
O=[N+]([O-])c1ccc(N2CCN(c3ccccc3F)CC2)c(S(=O)(=O)N2CCOCC2)c1	2.6	0.9	-17.5	-8.2	-7.0	-4.6	i	2.7	2.7	-11.8
CC12CCC(C(=O)Nc3ccccc3Cl)([C@H](Br)C1=O)C2(C)C (stereo partly drawn)	-3.4	-0.3	-0.8	-0.8	0.8	0.6	i	3.2	2.3	-3.3
CC(C)c1ccc(C2CC(c3ccc(Br)cc3)=NN2C(N)=S)cc1 (stereo not drawn)	-1.3	3.4	-2.8	19.7	2.3	8.4	i	-7.5	-10.9	8.0
Cc1nn(-c2ccccc2)c(N2CCCC2)c1/C=N/NC(=O)c1ccccc1O	0.1	0.1	14.5	-8.4	-0.3	10.6	i	-8.6	-3.0	-8.0
CN1CCN(C(=O)C2CCC(C)(C(=O)O)C2(C)C)CC1 (stereo not drawn)	-2.6	-1.2	-0.2	-9.0	4.1	-1.7	i	1.3	7.8	-0.4
Cc1ccc2nc(C)c(CN3CCN(c4ccc([N+](=O)[O-])cc4Cl)CC3)n2c1	3.0	4.7	-19.6	-3.4	-1.0	-4.7	i	4.6	-8.8	.
CCN(CC)C(=O)C1=C(C)N(Cc2ccc(F)cc2)C(=O)C(CC(=O)NCc2cccs2)C1 (stereo not drawn)	-1.1	-1.3	-0.9	1.1	0.4	4.9	i	6.3	-13.5	.
Cc1cccc(OCCNc2ccc(C(F)(F)F)cc2[N+](=O)[O-])c1	-0.2	1.9	-2.5	-2.7	6.5	3.9	i	6.0	6.5	-8.7
CCC(Oc1nc2ccccc2nc1-c1ccccc1NC(C)=O)C(=O)c1ccccc1 (stereo not drawn)	2.7	1.6	-2.5	-1.3	19.8	-1.6	i	.	-18.0	-1.1
Cc1nc2ccccc2c(C(=O)O)c1-c1ccccn1	1.9	-2.9	-0.2	6.2	3.1	-1.3	i	-0.8	-15.0	-7.7
C#Cc1ccc([C@@H]2C=C(C(=O)NC3CC3)O[C@H](OCCCCO)C2)cc1	-2.0	0.1	-0.8	-5.5	-29.1	3.6	i	-0.2	10.4	-6.2
O=C(Nc1nc2c(s1)CCCC2)Oc1ccccc1	-1.5	4.5	-0.8	4.1	0.1	-0.4	i	3.9	3.3	-4.2
CCN(CCCNC(=O)CNC(=O)c1nn(-c2ccc(OC)cc2OC)c(=O)c2ccccc12)c1cccc(C)c1	-3.8	0.1	3.1	25.1*	-1.2	-6.2	i	-4.7	24.9	-9.7
CC1CCN(CC(=O)N2CCCc3c2c(=O)oc2ccc(OCc4ccccc4)cc32)CC1	0.4	0.0	-3.7	-0.7	2.8	2.7	i	3.4	5.7	9.7
C#CCNC(=O)c1cc2c(Br)ccc(Br)c2nc1N	.	-0.5	-13.9	-16.1	.	9.0	.	0.4	10.8	.
COc1cc(/C=C(/C#N)c2nc3ccccc3[nH]2)ccc1Oc1ncccc1[N+](=O)[O-]	2.5	2.4	-1.1	-0.9	-7.9	16.3	i	-4.6	1.5	48.8
CCOC(=O)c1nnc(-c2ccccc2)nc1Oc1ccc(Cl)cc1	2.8	-1.0	-14.0	-10.8	3.8	-6.2	i	3.6	-4.5	-7.1
COCCN1C(=O)N[C@@H](c2cccs2)C(C(=O)OC)=C1C	-0.8	-0.8	1.1	-7.4	4.0	-5.1	i	0.2	-8.8	2.7
CC(CNC(=O)COc1ccccc1)OC(=O)Nc1ccc(Cl)c(Cl)c1 (stereo not drawn)	-2.6	0.4	1.4	-5.8	-7.5	-8.8	i	0.5	10.7	6.8
Cc1cccc(NCc2cc(Cl)ccc2O)n1	2.3	-0.2	0.6	-2.7	-1.8	9.5	i	3.3	0.8	4.1
COC(=O)/C=C1\NCCSC1=O	-26.2	-0.1	-6.6	2.2	-2.4	-4.6	i	2.2	-3.6	-8.0
CCC(=O)c1ccc(OCC(=O)OCC(=O)NC2CCCCCCC2)cc1	1.4	0.1	3.8	-10.1	-2.4	-2.0	i	0.9	9.6	1.0
Cc1ccc(NC(=O)CN(C)CC(=O)Nc2ccc3c(c2)OCO3)cc1	-0.3	-0.4	-0.1	22.0*	-5.4	-2.7	i	-1.2	17.9	.
Cc1cccc(OCc2nnc(SCn3nnc4ccccc4c3=O)o2)c1	3.9	0.7	-6.7	-0.2	-2.9	-6.5	i	0.2	-15.1	-13.5
CN(C)CCCNC(=O)/C(=C\c1ccc(-c2ccc(Br)cc2)o1)NC(=O)c1ccccc1	4.5	-3.0	-23.0	0.5	7.4	-5.5	i	-8.1	-8.7	3.7
COCCCN1C(=O)/C(=C/c2ccc(CNS(=O)(=O)c3ccccc3)o2)C(C(=O)OC)=C1C	1.0	1.2	-5.0	-4.6	-26.6	-1.8	i	-13.4	6.2	1.4

A second format for three compounds above.
compound: Cc1ccc(NC(=O)CN(C)CC(=O)Nc2ccc3c(c2)OCO3)cc1
  STEP block: -0.3
  LMPTP block: -0.4
  SUMO1-SIM PPI: -0.1
  NRP1-CendR mod: 22.0*
  DNMT1 inh: -5.4
  NadD block: -2.7
  Rpn11 inh: i
  MT1-MMP act inh: -1.2
  SKN-1 inh: 17.9
  Scp-1 inhibitor: .

compound: Cc1cccc(OCc2nnc(SCn3nnc4ccccc4c3=O)o2)c1
  STEP block: 3.9
  LMPTP block: 0.7
  SUMO1-SIM PPI: -6.7
  NRP1-CendR mod: -0.2
  DNMT1 inh: -2.9
  NadD block: -6.5
  Rpn11 inh: i
  MT1-MMP act inh: 0.2
  SKN-1 inh: -15.1
  Scp-1 inhibitor: -13.5

compound: CCC(=O)c1ccc(OCC(=O)OCC(=O)NC2CCCCCCC2)cc1
  STEP block: 1.4
  LMPTP block: 0.1
  SUMO1-SIM PPI: 3.8
  NRP1-CendR mod: -10.1
  DNMT1 inh: -2.4
  NadD block: -2.0
  Rpn11 inh: i
  MT1-MMP act inh: 0.9
  SKN-1 inh: 9.6
  Scp-1 inhibitor: 1.0

(list continues)
SMILES	STEP block	LMPTP block	SUMO1-SIM PPI	NRP1-CendR mod	DNMT1 inh	NadD block	Rpn11 inh	MT1-MMP act inh	SKN-1 inh	Scp-1 inhibitor
CCc1cc(-c2nnn(-c3cc(C(C)C)ccc3C)c2CC)ccc1-c1cn(CCc2c[nH]c3ccccc23)nn1	3.1	3.5	-1.9	-13.5	-0.6	-1.6	i	-7.0	3.5	.
CC(=O)NC(c1ccc(N(C)C)cc1)c1cc(Cl)c2cccnc2c1O (stereo not drawn)	1.6	3.0	-7.8	-8.3	-13.7	9.8	i	1.6	13.7	.
O=C(CCCn1c(SCc2ccccc2F)nc2ccccc2c1=O)NCC1CCCO1 (stereo not drawn)	-1.1	1.4	0.7	-9.2	-2.0	-9.7	i	-2.6	-5.1	-11.6
Cc1nonc1C1CCCN1Cc1cn[nH]c1-c1ccc(-c2ccccc2)cc1 (stereo not drawn)	-1.2	2.1	-2.8	-1.6	-6.8	-7.2	i	-4.7	2.5	-2.7
COc1ccc(NC(=S)N2CCN(C(=O)c3ccco3)CC2)cc1OC	0.7	-1.2	2.5	-6.0	0.0	0.4	i	2.8	-0.6	-7.8
COc1cc(/C=N/NC(=O)C2C3CCCCC32C)cc(Br)c1O (stereo not drawn)	-3.7	-1.1	-2.4	2.4	11.1	11.4	i	0.9	5.3	-4.4
O=C(Cn1nc(-c2ccc3c(c2)OCCO3)ccc1=O)Nc1ccc(-n2cnnn2)cc1	-1.0	1.7	-0.7	-20.6	-3.4	12.5	i	0.5	7.6	-8.3
CCOC(=O)C(=O)Nc1cc(C)nn1-c1nc2ccccc2[nH]1	-3.2	1.4	10.3	-1.0	-6.0	0.9	i	3.5	4.4	-13.7
CC1(c2ccc3ccccc3c2)NC(=O)NC1=O (stereo not drawn)	-2.7	-1.6	-4.2	-5.1	1.0	-6.2	i	1.1	4.5	-7.3
CN(C)C(=O)c1nc2ccc(Cl)cn2c1CNCc1ccccc1OC(F)(F)F	1.2	0.9	-4.3	-8.5	4.5	0.9	i	-4.4	10.9	8.3
O=C(NC(Nc1nc2ccc([N+](=O)[O-])cc2s1)(C(F)(F)F)C(F)(F)F)c1cccnc1	-4.3	-1.3	-15.6	-32.1	-0.1	0.3	i	-4.6	16.6	-6.3
